Screens as filed in PubChem BioAssay.
Mito fusion yeast – inhibitors of mitochondrial division or activators of mitochondrial fusion. 320,000 tested, 0.23% active. Potency, µM (titrated, usually from 46.1 µM), for inactives: at the highest dose growth rescue (activation), most hits filed as activators. S. cerevisiae fusion-defective mutant growth rescue, CellTiterGlo 48 h;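 also: potency is read from the fitted curve at half-maximal effect; % of control where 0% means no effect; nearly all actives have a fitted effect of over 45% in size; temperature-sensitive fusion mutants such as fzo1-1 at 37 °C on non-fermentable ethanol glycerol medium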
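Compounds are tested for their ability to restore growth of mitochondrial fusion-defective yeast strains at non-permissive 37C in YPEG medium over 48 hours. Viability is quantified by luciferase luminescence.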
VP16 counter – inhibits Gal4-VP16 luciferase reporter, ROR gamma counter-screen; Drosophila S2 Gal4-VP16 UAS-luciferase, luminescence, 20 h; Potency, µM (doses to about 53.6 µM), for inactives: top-dose activity, negative = inhibition, hits mostly inhibitors; 310,000 tested, 3.5% active; AID 2546;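 also: Gal4-VP16 expression switched on by copper sulfate through the metallothionein promoter; potency is read from the fitted curve at half-maximal effect; % is scaled to controls: 0 for no effect and ±100 for the full control effect; nearly all actives have a fitted effect of over 50% in size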
Rab9 promoter act – activates the Rab9 promoter; AID 485297; Potency, µM (doses to about 9.22 µM), for inactives: at the highest dose activation, negative = inhibition, usual class: activators; 320,000 tested, 2.8% active; Huh7 Rab9 promoter-luciferase reporter, luminescence, 24 h; also: potency is read from the fitted curve at half-maximal effect; % of control where 0% means no effect; nearly all actives have a fitted effect of over 60% in size
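Rab9 promoter-driven luciferase in stably transfected Huh7 cells; 1500 cells/well rested 2 h, exposed to compound in DMSO for 24 h at 37 °C, 5% CO2. Luminescence read 10 min after adding luciferase reagent at ambient temperature.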
MBNL1-CUG inh – inhibitors of human MBNL1 binding to CUG repeat RNA. Q9NR56. TR-FRET MBNL1-His/biotin-(CUG)12 binding, 665/545 ratio. Potency, µM (top dose mostly 57.5 µM), without a hit: at the top dose activity change, negative = inhibition, hits mostly inhibitors. 280,000 tested, 0.036% active; active = well fitted inhibition curve with a large enough effect in the signal ratio, with a control signal flat, not every such curve was filed as active; inconclusive = small, poorly fitted or top-dose-only effect, or effect the other way, or a change in a side signal; inactive = no such curve, though single readings can be large or run the other way; the % refers to the signal ratio; also: potency is read from the fitted curve at half-maximal effect; % is scaled to controls: 0 for no effect and ±100 for the full control effect
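TR-FRET readout: Ex 340 nm, 665/545 nm emission ratio, normalized to buffer-only (basal) and MBNL1-(CUG)12 controls. Complex of MBNL1-His with Biotin-(CUG)12, compounds 92 nM–58 uM, incubated 60 min at room temperature.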
NPC1 promoter act – activates the NPC1 promoter. Potency, µM (series often up to 9.22 µM), for the others: at the highest dose activation, actives largely listed as activators. AID 485313. 320,000 tested, 2.4% active. Huh7 NPC1 promoter luciferase reporter, 24 h;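 also: potency is read from the fitted curve at half-maximal effect; % of control where 0% means no effect; nearly all actives have a fitted effect of over 60% in size; reporter is driven by a mutant NPC1 promoter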
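Huh7 reporter cells (NPC1 promoter driving luciferase) are dosed with compound for 24 h at 37 °C, 5% CO2; luciferase detection reagent is then added and luminescence measured after 10 min at ambient temperature.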
FLuc counter – inhibits or activates purified firefly luciferase, miR-21 counter-screen; P08659; purified FLuc, Km substrates, luminescence inhibition; Potency, µM (series often up to 57.5 µM), inactives show at the highest dose activity change, negative = inhibition, most hits filed as inhibitors; 360,000 tested, 6.9% active; AID 588342;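 also: potency is read from the fitted curve at half-maximal effect; plate controls were vehicle for no effect and reference inhibitor for full effect; nearly all actives have a fitted effect of over 55% in size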
Target sequence (P08659 whole entry, looked up): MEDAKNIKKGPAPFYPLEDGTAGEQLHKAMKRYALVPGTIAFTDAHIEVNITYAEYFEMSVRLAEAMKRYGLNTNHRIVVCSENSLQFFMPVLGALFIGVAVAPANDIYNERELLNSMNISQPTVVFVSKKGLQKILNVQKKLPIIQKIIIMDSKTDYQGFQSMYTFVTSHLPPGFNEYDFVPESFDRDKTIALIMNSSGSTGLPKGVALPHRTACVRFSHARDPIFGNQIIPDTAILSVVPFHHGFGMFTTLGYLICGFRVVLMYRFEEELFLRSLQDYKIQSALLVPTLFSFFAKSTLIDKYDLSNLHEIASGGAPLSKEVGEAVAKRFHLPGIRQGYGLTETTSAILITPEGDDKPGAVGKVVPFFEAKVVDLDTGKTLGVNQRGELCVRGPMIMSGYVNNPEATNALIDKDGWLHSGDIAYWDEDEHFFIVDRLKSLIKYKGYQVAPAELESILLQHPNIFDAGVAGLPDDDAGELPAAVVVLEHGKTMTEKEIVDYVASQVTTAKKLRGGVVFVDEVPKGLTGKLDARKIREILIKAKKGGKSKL
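Purified P. pyralis luciferase, 10 nM final, with Km-level 10 uM D-luciferin and 10 uM ATP in 50 mM Tris acetate pH 7.5, 10 mM Mg acetate, 0.01% Tween-20, 0.05% BSA; 6-point qHTS titration about 60 µM downward; luminescence read.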
PKM2 activator – increases activity of human pyruvate kinase M2. Potency, µM (highest dose often 57.5 µM), for the others: top-dose activation, most hits filed as activators. 260,000 tested, 0.34% active. purified PKM2, Kinase-Glo ATP luminescence, activation; response scale: 0% is enzyme alone, no compound. P14618; also: potency is read from the fitted curve at half-maximal effect; % is scaled to controls: 0 for no effect and ±100 for the full control effect; nearly all actives have a fitted effect of over 55% in size
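hPK-M2, >95% pure; 0.1 mM ADP / 0.5 mM PEP final; imidazole pH7.2 buffer w/ 7 mM MgCl2, 50 mM KCl; 1 h RT; Kinase-Glo lum. Intermediate enzyme activity for dual inhibitor/activator qHTS.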
KCNH2 3.1 inh – KCNH2 3.1 (human) potassium channel inhibition; U2OS KCNH2 3.1, thallium flux FluxOr; active compounds read low; activity change, % (tested at about 1.8 µM); 340,000 tested, 0.95% active; AID 720553;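 active = maximum activity change below -70%; inconclusive = maximum activity change from -70% to -50%; inactive = maximum activity change above -50%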;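 also: thallium influx rate constant from kinetic fluorescence after stimulation buffer; % is scaled to controls: 0 for no effect and ±100 for the full control effect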
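Thallium flux via FluxOr fluorescence (Red40 quencher, 45 min loading) in U2OS cells virally expressing the KCNH2 3.1 isoform (1.77 x 10^8 /mL virus, overnight at 37 C). Rate constants from 2-min kinetic reads post-stimulation, normalised to positive and negative controls.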
ELG1 DNA repair – blocks ELG1-dependent DNA repair in HEK293T cells. HEK293T ELG1-luciferase reporter, luminescence, 16 h; DNA damage induced by 5-fluorouridine. Potency, µM (series often up to 46.1 µM), inactives show at the top dose activity change, negative = inhibition, actives largely listed as inhibitors. 330,000 tested, 2.3% active. AID 504467; also: potency is read from the fitted curve at half-maximal effect; % is scaled to controls: 0 for no effect and ±100 for the full control effect; nearly all actives have a fitted effect of over 55% in size
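Step one: seed 2,000 cells per well. Step two: pin-transfer compound or DMSO alongside 5-fluorouridine. Step three: incubate 16 hr, 37 °C, 5% CO2. Step four: add ONE-Glo, wait 30 min, read luminescence.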
RORg inh – blocks mouse ROR gamma transcriptional activity; P51450; Drosophila S2 Gal4-RORgamma UAS-luciferase reporter, 20 h; Potency, µM (doses to about 53.6 µM), inactives show top-dose activity change, negative = inhibition, usual class: inhibitors; 310,000 tested, 5.4% active; AID 2551; also: potency is read from the fitted curve at half-maximal effect; % is scaled to controls: 0 for no effect and ±100 for the full control effect; nearly all actives have a fitted effect of over 60% in size
Target sequence (P51450 whole entry, looked up, the tested form may be a part): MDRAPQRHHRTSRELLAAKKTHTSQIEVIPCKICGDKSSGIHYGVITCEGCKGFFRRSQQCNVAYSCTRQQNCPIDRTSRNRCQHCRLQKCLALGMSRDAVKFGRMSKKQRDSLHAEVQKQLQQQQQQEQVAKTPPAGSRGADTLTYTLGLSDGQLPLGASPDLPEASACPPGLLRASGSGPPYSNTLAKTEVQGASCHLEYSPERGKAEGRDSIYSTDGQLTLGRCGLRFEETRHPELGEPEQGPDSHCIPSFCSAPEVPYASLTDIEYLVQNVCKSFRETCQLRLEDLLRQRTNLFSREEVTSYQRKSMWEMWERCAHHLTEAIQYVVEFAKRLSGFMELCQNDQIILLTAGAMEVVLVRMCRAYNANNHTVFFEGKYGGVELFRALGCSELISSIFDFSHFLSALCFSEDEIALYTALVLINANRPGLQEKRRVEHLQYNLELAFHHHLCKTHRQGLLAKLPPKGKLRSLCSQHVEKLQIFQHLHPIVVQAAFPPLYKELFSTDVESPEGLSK
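Schneider cells (Drosophila), stable Gal4 DBD–ROR gamma + UAS-luc; 1 hr cmpd preincubation; Cu2+ induction 700 uM final; 20 hr ambient; luminescence.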
Menin MLL FP TR – displaces Texas Red mutant MLL peptide from human menin; O00255; Menin + Texas Red MLL mutant peptide, fluorescence polarization; Potency, µM (highest dose often 61.6 µM), for the others: at the top dose FP activity change, negative = inhibition, hits mostly inhibitors; 270,000 tested, 0.23% active; AID 1768; active = well fitted inhibition curve with a large enough effect in the polarisation, with a control signal flat, not every such curve was filed as active; inconclusive = small, poorly fitted or top-dose-only effect, or effect the other way, or a change in a side signal; inactive = no such curve, though single readings can be large or run the other way; the % refers to the polarisation; also: potency is read from the fitted curve at half-maximal effect; % of control where 0% means no effect; many of its hits are not listed in these tables
* marks the source's active call; other numbers are inactive results; ? = inconclusive; . = no result given; [ ] = another dose, or the depositor's remark. Unless noted, calls follow the shape of the dose curve; as a rule, active = well fitted curve in the direction sought with a large enough effect; inconclusive = small, poorly fitted or top-dose-only effect, or another doubt; inactive = no such curve, though single readings can be large; an effect the other way counts as inactive or inconclusive. Only part of the results is shown; count on the stated rates, not on these rows.

SMILES | Mito fusion yeast | VP16 counter | Rab9 promoter act | MBNL1-CUG inh | NPC1 promoter act | FLuc counter | PKM2 activator | KCNH2 3.1 inh | ELG1 DNA repair | RORg inh | Menin MLL FP TR
COc1ccc(S(=O)(=O)N2CCCC2C(=O)NCc2cccs2)cc1 (centres undefined) | 10% | 1% | 1% | -19% | 0% | 3% | -4% | -16 | -22% | ? | -11%
Cc1ccc(S(=O)(=O)N2CCN(S(=O)(=O)N3CCOCC3)CC2)c(C)c1 | -2% | 1% | -7% | -12% | 4% | 0% | 8% | -13 | -5% | 7% | -7%
OC(CSc1ccc(F)cc1)CN1CCN(c2ccccc2)CC1 (centres undefined) | -5% | 9% | 13% | -13% | 1% | -4% | -11% | -9 | -1% | 17% | -4%
CCOc1ccc(NS(=O)(=O)c2cc(C(=O)N3CCN(c4ccccc4O)CC3)ccc2Cl)cc1 | -3% | . | 1% | . | -4% | -2% | . | -2 | -29% | . | .
CCCCOC(=O)CCc1n[nH]c(=O)[nH]c1=O | -2% | -9% | -6% | -3% | -2% | 0% | 4% | 1 | 0% | -16% | -1%
C#CCOCCOCCOCCNc1nc(N2CCN(C(=O)[C@H]([C@@H](C)CC)n3cc(CCCN=C(N)N)nn3)CC2)nc(N2CCN(C(=O)[C@H](CCCCN)n3cc(CC(C)O)nn3)CC2)n1 (some centres undefined) | -2% | . | -6% | . | 2% | 4% | . | 8 | 30% | . | .
Cn1c(-c2cc3c(C(F)(F)F)nn(C)c3s2)n[nH]c1=S | 0% | -6% | -1% | -1% | -3% | 4% | 0% | . | 10% | ? | .
Clc1cccc(-c2nc(NCC3CCCO3)c3ccccc3n2)c1 (centres undefined) | 22% | -3% | -2% | -4% | -7% | -12% | 0% | -1 | ? | 29% | ?
O=C(CCCn1c(=S)[nH]c2ccc(Br)cc2c1=O)N1CCN(c2ccccn2)CC1 | -1% | ? | -1% | -6% | 3% | 3% | 1% | 5 | 18µM* | 7.1µM* | .
Fc1cccc(Cc2noc(CN3CCN(c4cnccn4)CC3)n2)c1 | 5%[9.22 µM] | -11% | 0% | -6% | -3% | 3% | 1% | 8 | 3% | ? | -20%
Cc1ccccc1N1CCN(S(=O)(=O)c2nnc(NC(=O)c3ccc(F)cc3)s2)CC1 | 0% | -2% | -4% | 0% | -7% | 0% | . | -42 | -3% | -4% | .
CCO[C@@H]1OC(C(=O)N2CCOCC2)=C[C@H](c2coc3ccccc3c2=O)[C@H]1CCCO | 0% | 5% | -3% | -4% | -7% | 2% | 0% | . | -12% | -12% | 16%
CCOCCCNCc1ccc(OCc2ccccc2Cl)cc1 | 17% | -16% | -4% | -15% | -2% | 4% | -8% | -7 | 3% | -23% | -14%
CCn1c(=O)n(CC)c2cc(N3CCCC3)c(NC(=O)c3ccc(OC)c(Br)c3)cc21 | 18% | 9% | -9% | -3% | -7% | 1% | . | 28 | 12µM* | -27% | -21%
O=C(O)CCc1nnc(SCC(=O)Nc2cccc(C(F)(F)F)c2)[nH]c1=O | 17% | -2% | 1% | -12% | -2% | ? | -8% | -8 | 22% | -14% | -6%
O=C(CCc1ccccc1)OCC(=O)c1cccc([N+](=O)[O-])c1 | -6% | 1% | 2% | . | -5% | -2% | 2% | -2 | -4% | 25% | ?
Cc1[nH]c(C)c(S(=O)(=O)N2CCN(c3cccc(C(F)(F)F)c3)CC2)c1C(=O)N1CCCCC1 | -1% | 7% | -4% | -2% | 0% | 0% | . | -4 | 8% | -4% | 4%
CCN(CC)S(=O)(=O)c1ccc(C(=O)N2CCN=C2SCc2cccnc2)cc1 | -2% | 2% | 15% | -3% | 0% | 3% | 2% | 6 | -27% | 0% | -6%
Cc1cc(NC(=O)CN2CCCCC2)n(-c2ccccc2)n1 | -2% | 4% | -1% | 5% | -7% | -1% | 0% | 4 | -9% | 1% | .
CSc1ccccc1NC(=O)COC(=O)c1ccccc1Cc1ccccc1 | 15% | 3% | -6% | -2% | 1% | -1% | 0% | -5 | 14% | 15% | -8%
Clc1ccc2c(c1)C=Nc1c(NCc3ccccc3)ncnc1O2 | -1% | 0% | 4% | 1% | 1% | -3% | 0% | -18 | -7% | -7% | -9%
CCN(CC)c1ccc(/C=N/NC(=O)CNC(=O)c2cccnc2)cc1 | 2% | 3% | 0% | ? | -4% | ? | . | -4 | ? | 11% | -10%
COC(=O)c1ccc(N2CCOCC2)c(NC(=O)c2cccnc2)c1 | 2% | -2% | 9% | -2% | 2% | -1% | 0% | -2 | 0% | 2% | -16%
Cc1cc(C)c2c(CC(=O)NC(C)C)coc2c1 | -1% | -4% | 2% | . | 2% | -3% | -2% | -14 | 15% | ? | -1%
CCC(=O)NC(c1cc(Cl)c2ccccc2c1O)C(C)C (centres undefined) | 8% | . | -1% | . | 0% | 6% | . | . | 16% | . | .
CCCCn1c(SCC(=O)Nc2cc(C)[nH]n2)nc2ccsc2c1=O | 0% | 0% | 6% | -5% | 1% | 3% | 5% | 3 | -10% | 12% | 13%
CC(C(=O)NC1CCCCC1)N(Cc1ccc(F)cc1)C(=O)c1snc(C(N)=O)c1N (centres undefined) | 2% | 5% | 3% | 13% | -5% | 2% | . | 9 | 1% | 1% | .
Cc1c(S(=O)(=O)N2CC(C)CC(C)C2)c(=O)n(C)c(=O)n1C (centres undefined) | 3% | -1% | 4% | -4% | -4% | 3% | -15% | 0 | 23% | -31% | .
OCCCCNCc1ccc(OCc2ccc(Cl)cc2)cc1 | 9% | -11% | -1% | -10% | 2% | -14% | 1% | -47 | ? | 2% | -5%
CSc1ccc(/C=C/C(=O)OCC(=O)N2CCN(S(=O)(=O)c3ccc(C)cc3C)CC2)cc1 | 5% | . | -5% | . | -1% | 6% | . | -13 | ? | . | .
OC[C@@H]1CCCN1Cc1cn(-c2ccccc2)nc1-c1ccc2c(c1)OCO2 | -1% | -23% | -1% | 3% | 0% | -12% | 2% | 9 | 1% | ? | -7%
O=C(NCc1cccs1)c1cc(-c2ccccn2)nc2ccc(Br)cc12 | 0% | 3% | -6% | 36%[activator] | -2% | 4% | 6% | -20 | 11% | -6% | ?
COc1ccc(C(=O)Nc2ccc3c(c2)C(=O)c2ccccc2C3=O)cc1OC | -2% | -9% | 17% | ? | 2% | -6% | 2% | -6 | 14% | 2% | 18%
CC(=O)Nc1nc2cc(N)ccc2s1 | 2% | . | 15% | . | 11% | 0% | . | -1 | 11% | . | .
CC(=O)NC(=S)Nc1ccc(S(=O)(=O)N(C)Cc2ccccc2)cc1 | -5% | -12% | -5% | -6% | 2% | 0% | -11% | 12 | ? | -5% | -4%
COc1cccc(-c2csc(N3CCN(C(=O)Nc4ccc(F)cc4)CC3)n2)c1 | ? | -19% | 0% | 1% | -3% | ? | 3% | -25 | ? | 3% | -12%
COC(=O)c1c(NC(=O)Cn2cnc([N+](=O)[O-])n2)sc2c1CCC(C)C2 (centres undefined) | ? | -18% | -2% | -16% | 0% | -1% | -1% | 6 | -18% | -15% | ?

Whole records from above. Screens in order: Mito fusion yeast | VP16 counter | Rab9 promoter act | MBNL1-CUG inh | NPC1 promoter act | FLuc counter | PKM2 activator | KCNH2 3.1 inh | ELG1 DNA repair | RORg inh | Menin MLL FP TR
`Cc1ccccc1N1CCN(S(=O)(=O)c2nnc(NC(=O)c3ccc(F)cc3)s2)CC1` in the list: 0% | -2% | -4% | 0% | -7% | 0% | . | -42 | -3% | -4% | .
`CSc1ccc(/C=C/C(=O)OCC(=O)N2CCN(S(=O)(=O)c3ccc(C)cc3C)CC2)cc1` in the list: 5% | . | -5% | . | -1% | 6% | . | -13 | ? | . | .
